# Assay outcomes deposited in PubChem BioAssay by National Center for Advancing Translational Sciences (NCATS).
# mIDH1 inhibitor = inhibitors of human mutant IDH1 R132H | O75874 | IDH1-R132H enzyme, NADPH consumption, diaphorase/resazurin fluorescence | Potency, µM (highest dose often 76.6 µM), without a hit: top-dose activity change, negative = inhibition, most hits filed as inhibitors | hit rate 0.093% among 390,000; note: potency is the fitted concentration of half-maximal effect; % is set by controls: 0 for no effect and ±100 for the full control effect; nearly all actives have a fitted effect of over 65% in size
#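 IDH1-R132H (0.5 ug/mL dispensed) in pH 7.5 Tris buffer was preincubated 30 min with compound, then given a substrate mix of 0.016 mM NADPH and 2 mM alpha-KG for 80 min at room temperature; remaining NADPH was read by diaphorase/resazurin fluorescence.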
# LDHA inh = LDHA (human) enzyme inhibition | hit rate 0.15% among 480,000 | purified LDHA, NADH/diaphorase-resazurin fluorescence; active compounds read low | activity change, % (values are at about 110 or 230 µM); in the data active = activity change below about -30%; inconclusive = mostly about -25% to -30%;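 note: plate controls were DMSO wells for no effect and wells without enzyme for full effect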
#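 Resorufin fluorescence (ex540/em590), read at 0 and 20 min after diaphorase/resazurin addition, reports the NADH left after a 5 min room-temperature reaction of 2 nM human LDH5 with 0.06 mM NADH and 0.2 mM pyruvate.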
# USP1-UAF1 inh = inhibitors of human USP1/UAF1 deubiquitinase. recombinant USP1/UAF1, Ub-Rhodamine cleavage fluorescence. hit rate 0.23% among 390,000. Potency, µM (doses to about 57.1 µM), without a hit: top-dose activity change, negative = inhibition, usual class: inhibitors. AID 743255. O94782; note: potency is the fitted concentration of half-maximal effect; % is set by controls: 0 for no effect and ±100 for the full control effect; nearly all actives have a fitted effect of over 60% in size; inactives centre near -12
# Target sequence (O94782 whole entry, looked up): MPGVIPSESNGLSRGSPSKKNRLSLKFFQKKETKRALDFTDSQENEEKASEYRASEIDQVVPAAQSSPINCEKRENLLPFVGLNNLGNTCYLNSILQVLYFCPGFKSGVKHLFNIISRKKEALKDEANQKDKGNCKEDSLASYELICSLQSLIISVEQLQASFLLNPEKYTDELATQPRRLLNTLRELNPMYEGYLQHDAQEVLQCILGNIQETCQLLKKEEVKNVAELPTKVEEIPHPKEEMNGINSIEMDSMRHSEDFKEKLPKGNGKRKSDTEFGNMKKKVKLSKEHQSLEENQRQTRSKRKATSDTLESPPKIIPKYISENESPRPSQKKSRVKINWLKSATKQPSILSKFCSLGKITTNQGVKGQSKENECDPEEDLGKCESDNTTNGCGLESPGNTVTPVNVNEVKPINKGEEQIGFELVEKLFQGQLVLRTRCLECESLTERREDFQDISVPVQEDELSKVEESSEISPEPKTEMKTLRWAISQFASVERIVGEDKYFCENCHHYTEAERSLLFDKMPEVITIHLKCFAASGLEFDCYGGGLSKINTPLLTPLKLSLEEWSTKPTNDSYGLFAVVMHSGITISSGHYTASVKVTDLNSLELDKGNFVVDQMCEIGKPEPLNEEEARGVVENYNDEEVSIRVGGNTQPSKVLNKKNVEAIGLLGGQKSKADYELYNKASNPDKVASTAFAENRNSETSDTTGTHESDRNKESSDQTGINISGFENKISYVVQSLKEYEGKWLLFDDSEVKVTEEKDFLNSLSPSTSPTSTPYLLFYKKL
#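 USP1/UAF1 complex (1 nM) preincubated 15 min at room temperature with compound, then Ub-Rho substrate (150 nM final) added. Kinetic fluorescence at 480/540 nm over 6 reads at 60 s intervals; 50 mM HEPES pH 7.8, 0.5 mM EDTA, 0.1 mg/ml BSA, 1 mM TCEP, 0.01% Tween-20.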
# PI4K2A inh = blocks human PI4K2A kinase activity; activity change, negative = inhibition, % at 76.9 µM; hit rate 0.13% among 420,000; Q9BTU6; purified PI4K2A, ADP-Glo luminescence, 1 h; active compounds read low; in the data active = activity change below about -50%; inconclusive = mostly about -30% to -49%;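 note: -100% = wells without enzyme as full effect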
#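 Compounds are screened against recombinant PI4K2A using PI as substrate and ATP, the latter dispensed at 300 microM. Reactions run one hour at ambient temperature before ADP-Glo detection; full inhibition defined by wells lacking enzyme.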
# RXFP1 ag = activates the human relaxin receptor RXFP1; HEK293T-RXFP1 cAMP TR-FRET, 30 min; response scale: percent of porcine relaxin response, buffer zero; Potency, µM (top dose mostly 57.5 µM), for inactives: at the highest dose activation, actives largely listed as activators; hit rate 0.3% among 370,000; AID 2676; note: potency is the fitted concentration of half-maximal effect; % is set by controls: 0 for no effect and ±100 for the full control effect; nearly all actives have a fitted effect of over 60% in size; many of its hits are not listed in these tables
#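 HEK293T cells stably expressing RXFP1 were pretreated with the PDE4 inhibitor Ro 20174, exposed to compounds for 30 min at 37C, lysed, and cAMP was read by TR-FRET. Data normalized to buffer (basal) and 29 nM porcine relaxin (100%).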
# TrxR1 substrate = substrates of rat thioredoxin reductase 1 | Potency, µM (series often up to 114 µM), for inactives: at the top dose activity change, negative = substrate turnover | purified TrxR1 substrate turnover, NADPH consumption readout | hit rate 0.01% among 390,000; note: potency is the fitted concentration of half-maximal effect; % is set by controls: 0 for no effect and ±100 for the full control effect; nearly all actives have a fitted effect of over 50% in size
#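 Rat TrxR1, dispensed at 90 nM, was prereduced with 400 uM NADPH (final) for 5 min at ~22 deg C, then incubated with compound 15 min before 400 uM selenite. A first-read NADPH fluorescence drop versus no-compound background flagged substrates.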
# GRP78 ERSR act = ER stress response induction in glioma | U87-MG GRP78 promoter luciferase reporter, 16 h | Potency, µM, without a hit: at the top dose activation, most hits filed as activators | hit rate 0.02% among 420,000; note: potency is the fitted concentration of half-maximal effect; series mostly up to about 76 µM; % of control where 0% means no effect; nearly all actives have a fitted effect of over 35% in size
#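 Stably transfected U87-MG human glioma cells carrying a GRP78-based luminescent sensor were seeded at 1000 cells/well, pin-dosed with compounds and incubated 16 h. Luciferase reagent was then added, and end-point luminescence was read after 10 min at room temperature.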
# Vif-APOBEC3G blk = blocks the Vif interaction with human APOBEC3G; Q9HC16; HeLa A3G-eYFP + Vif (tagged APOBEC3G with the HIV-1 protein that degrades it), YFP fluorescence, overnight; Potency, µM (highest dose often 46.1 µM), inactives show at the highest dose activity, negative = active, actives largely listed as inhibitors; hit rate 0.076% among 410,000; AID 602310;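 note: potency is the fitted concentration of half-maximal effect; % is set by controls: 0 for no effect and ±100 for the full control effect; nearly all actives have a fitted effect of over 60% in size; hits raise eYFP signal because A3G escapes Vif-driven loss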
#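 HeLa cells stably expressing Vif and C-terminally eYFP-tagged A3G, seeded overnight at 37 deg C, then exposed to compound by pintool overnight at 37 deg C. Rise in yellow fluorescence (Ex 488/Em 500-530, Acumen) marks blocked Vif-driven A3G degradation.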
# Vif-APOBEC3F blk = Vif-A3F binding inhibition; HeLa A3F-eYFP + Vif (tagged APOBEC3F with the HIV-1 protein that degrades it), YFP fluorescence increase; hit rate 0.2% among 390,000; AID 602313; Potency, µM (highest dose often 46.1 µM), for inactives: at the highest dose activity, negative = active; note: potency is the fitted concentration of half-maximal effect; % of control where 0% means no effect; nearly all actives have a fitted effect of over 65% in size
#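 HeLa cells stably expressing A3F-eYFP plus Vif, plated and incubated overnight at 37 deg C, then exposed to compounds overnight at 37 deg C. Blocked degradation read as raised yellow fluorescence (Ex 488/Em 500-530).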
# * = called active by the depositor; u = inconclusive; x = not tested or not shown; [ ] = dose if it differs, or a comment. Unless noted, calls come from the whole dose curve; as a rule, active = well fitted curve in the direction sought with a large enough effect; inconclusive = small, poorly fitted or top-dose-only effect, or another doubt; inactive = no such curve, though single readings can be large; an effect the other way counts as inactive or inconclusive. Not all compounds are listed; the hit share may differ from the screen's.
nr	structure	mIDH1 inhibitor	LDHA inh	USP1-UAF1 inh	PI4K2A inh	RXFP1 ag	TrxR1 substrate	GRP78 ERSR act	Vif-APOBEC3G blk	Vif-APOBEC3F blk
1	COc1ccccc1NC(=O)c1cc2c(=O)n(Cc3cccs3)ccc2nc1C	-2%	-2	-7%	-6	0.8%	1%[57.1 µM]	-2%	-6%	0%
2	CN(C)CCCNC(=O)C[C@H]1C[C@H](C(=O)N2CCOCC2)[C@@]2(CCC3CCCC3)c3[nH]c4cc(CCC(=O)N(C)C)ccc4c3CCN2C1=O	2%	-17	-33%	0	x	-3%	-4%	7%	0%
3	Cc1occc1C(=O)N/N=C/c1cccnc1	-1%	-2	-9%	-9	0.3%	4%	1%	2%	0%
4	C[C@H](CO)N1C[C@H](C)[C@@H](CN(C)S(=O)(=O)c2cccs2)Oc2c(NC(=O)Cc3ccccc3)cccc2C1=O	5%	-6	-5%	1	x	-2%[57.1 µM]	-3%	0%	3%
5	COc1cccc(NC(=O)Cn2c(=O)n(-c3ccccc3)c(=O)c3ccc(C(=O)NCc4ccc5c(c4)OCO5)cc32)c1	3%	-8	-19%	-2	1.3%	2%	0%	-1%	-3%
6	Cc1ccc(CNC(=O)C2CCCN(c3nc4ccccc4n4cccc34)C2)cc1 (configuration not stated)	-16%	-8	u	-5	-0.1%	-3%	-3%	u	u
7	CS(=O)(=O)Cc1ccc(C(=O)N2CCCC2c2cccs2)cc1 (configuration not stated)	10%	-5	-19%	1	-1.2%	5%	-3%	0%	3%
8	CC(=O)c1cccc(NC(=O)c2nc(-c3ccccc3)n(-c3cccc(C)c3)n2)c1	-2%	-4	-26%	-1	2.8%	-7%	0%	-2%	0%
9	CCOC(=O)CSc1cc(CS(=O)c2ccc(Cl)cc2)nc(-c2ccccc2)n1 (configuration not stated)	-1%	-4	u	5	0.3%	-13%	4%	-1%	0%
10	Cc1c(NC(=S)NC(=O)Cc2ccccc2)cccc1C(=O)O	-7%	-2	-9%	-2	-4.5%	8%	2%	-1%	-7%
11	O=C(COc1ccc(Cl)cc1[N+](=O)[O-])N1CCCCCC1	0%	2	-7%	-1	-0.3%	3%	1%	-10%	-17%
12	CCSc1nnc(NC(=O)c2ccc3c(c2)OCO3)s1	12%	-12	-3%	5	2.7%	13%[57.1 µM]	11%	-1%	-16%
13	COc1ccc(CNC(=O)Cn2ccc(NC(=O)OCc3ccccc3)nc2=O)cc1	-15%	-10	-4%	4	1.6%	7%[57.1 µM]	-1%	0%	5%
14	COc1ccc(C(=O)Nc2nc3ccccc3[nH]2)cc1S(=O)(=O)N1CCCC1	0%	0	-19%	4	2.1%	-8%	3%	2%	0%
15	N#CCC(=O)Nc1ccc(C(=O)Nc2cccnc2)cc1	8%	-1	0%	2	1.0%	10%[57.1 µM]	-1%	-1%	1%
16	CCCNC(=O)C1(C)CCCN(C(=O)c2ccc3snnc3c2)C1 (configuration not stated)	x	1	x	-2	x	x	-5%	0%	x
17	CC(C)N(Cc1ccccc1)C(=O)CN1C(=O)NC2(CCCC2)C1=O	-1%	1	-23%	1	1.4%	7%	3%	2%	5%
18	COc1cccc(NC(=O)CSc2ncc3c(n2)-c2ccc(Cl)cc2N(C)S3(=O)=O)c1	8%	-1	2%	-1	u	7%[57.1 µM]	-3%	1%	-8%
19	Cn1nc(C(=O)Nc2cccc(S(=O)(=O)N3CCCCC3)c2)c2ccccc2c1=O	2%	-1	-11%	-2	12%	16%[57.1 µM]	-1%	-4%	10%
20	O=C(CC1CC2CCC1C2)NC1CCCCCCC1 (configuration not stated)	7%	-5	-25%	-16	-5.0%	7%	7%	1%	0%

# (cont.)
nr	structure	mIDH1 inhibitor	LDHA inh	USP1-UAF1 inh	PI4K2A inh	RXFP1 ag	TrxR1 substrate	GRP78 ERSR act	Vif-APOBEC3G blk	Vif-APOBEC3F blk
21	COc1cccc(/C(O)=C2/C(=O)C(=O)N(CCCN3CCOCC3)C2c2ccncc2)c1 (configuration not stated)	10%	0	-10%	4	1.4%	-14%	-2%	-4%	0%
22	COC(=O)c1ccc(-n2nc(C(F)(F)F)c3c2-c2ccoc2CC3)cc1	0%	6	-17%	4	2.8%	-2%	-3%	-1%	1%
23	O=C(NCc1ccco1)c1cc([N+](=O)[O-])ccc1N1CCCCC1	-8%	-6	-22%	-2	0.5%	-10%	-3%	-2%	4%
24	Cc1cccc(NC(=O)CSc2cccc3cccnc23)c1	-1%	-2	-20%	0	5.1%	25%	-2%	0%	u
25	COc1ncnc2c1NC(=O)CS2	1%	2	-12%	-1	1.0%	8%[57.1 µM]	-6%	-4%	0%
26	O=C(NN=C1C2CC3CC(C2)CC1C3)c1ccccc1O	-14%	0	-6%	1	0.7%	7%	7%	-2%	-9%
27	COc1cccc(CNC(=O)C2CCC(CNS(=O)(=O)c3ccc(Br)s3)CC2)c1 (configuration not stated)	-3%	-2	-10%	3	2.2%	-7%	-4%	3%	2%
28	Cc1noc(C)c1COC(=O)C(c1ccccc1)c1ccccc1	8%	-3	-4%	5	-4.6%	12%[57.1 µM]	-2%	-3%	-12%
29	CSc1ccccc1OCc1cc(C(=O)N2CCc3[nH]cnc3C2c2ccccn2)no1 (configuration not stated)	2%	-5	-6%	3	2.7%	-10%	-3%	1%	-4%
30	CC(C)CNC(=O)c1cccc(NC(=O)CSc2ccccc2)c1	4%	-2	-7%	2	1.0%	1%[57.1 µM]	6%	0%	1%
31	CCNC(=O)COC(=O)c1cccc(Br)c1	-2%	-5	0%	3	-0.9%	4%	6%	-1%	-11%
32	Cc1cc(SCC(=O)Nc2cccc(S(N)(=O)=O)c2)c(C)cc1Br	1%	-1	-12%	-3	0.7%	-4%	-5%	-5%	3%
33	O=C(OCC(=O)N1CCc2ccccc21)c1ccccc1F	0%	1	-12%	2	-0.5%	-5%	4%	1%	7%
34	COCCNC(=O)c1cc(-c2cccs2)on1	-2%	-2	-14%	-8	3.3%	2%	u	0%	-29%
35	COc1ccc(CCNC(=O)c2c[nH]n3c(=O)c(Cc4ccccc4Cl)c(C)nc23)cc1OC	x	18	-1%	0	1.9%	5%[57.1 µM]	x	x	x
36	O=C(Nc1ccccc1Cc1ccccc1)c1oc2ccccc2c1COc1ccccc1	4%	-3	-1%	-2	-0.3%	16%	0%	-3%	1%
37	COc1ccc(N2CC(NC(=O)N(C)CCC#N)CC2=O)cc1 (configuration not stated)	-3%	-5	-9%	-3	0.9%	-2%	-5%	1%	3%
38	c1ccc(CN2CCN(Cc3nnc(-c4ccccc4)o3)CC2)cc1	2%	-4	-13%	1	0.8%	5%[57.1 µM]	0%	-3%	-11%
39	CCC(C)[C@H](NC(=O)OC(C)(C)C)C(=O)N/N=C/c1cccc2nccnc12 (some centres not stated)	8%	0	-13%	6	0.7%	-4%[57.1 µM]	-5%	-6%	1%
40	Cc1ccc(NC(=O)COc2ncnc3sccc23)cc1S(=O)(=O)N(C)C	0%	-8	-16%	-1	3.5%	-3%	-2%	0%	-2%

# Next entries follow.
nr	structure	mIDH1 inhibitor	LDHA inh	USP1-UAF1 inh	PI4K2A inh	RXFP1 ag	TrxR1 substrate	GRP78 ERSR act	Vif-APOBEC3G blk	Vif-APOBEC3F blk
41	CCCNC(=O)COC(=O)c1ccccc1OCC(=O)Nc1ccc(Br)cc1	-1%	-3	4%	3	1.6%	-6%	7%	2%	4%
42	Cc1cccc(Nc2nc(N)nc(CN3CCN(C)CC3)n2)c1	10%	-3	-13%	0	0.0%	4%[57.1 µM]	-3%	-1%	0%
43	CCCCCCCCCCCCCCCC(=O)Nc1ccn(C2OC(CO)C(O)C2O)c(=O)n1 (configuration not stated)	2%	-7	-21%	-4	x	-6%[57.1 µM]	-2%	0%	10%
44	Cc1ccc(-n2c(SCC(=O)N/N=C/c3ccccc3OCC(=O)O)nc3ccccc3c2=O)cc1	10%	-3	-21%	-23	-1.6%	-2%	1%	0%	4%
